NCOA3 inh – human NCOA3 inhibition; inhibition, % at 3.6 µM; 360,000 compounds, 0.17% hits; AID 588352; Q9Y6Q9; HEK293 GAL4-SRC3 luciferase reporter, luminescence;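 active means inhibition above a per-campaign cutoff, the mean of all compounds plus 3 SD, cut at about 60% in these data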;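 further: 0% = DMSO-treated cells and 100% = gossypol-treated cells at 36 µM; higher means less SRC3-driven luciferase light from the GAL4 reporter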
LMP1 NFkB inh – inhibitors of Epstein-Barr LMP1-induced NF-kappaB reporter; AID 504558; LMP1-induced NF-kappaB luciferase reporter cells, luminescence; inhibition, % at 12.5 µM; 350,000 compounds, 0.69% hits; in the data active means inhibition above about 41%;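 further: 0% = neutral control wells and 100% = reference inhibitor control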
SRC2 inh – inhibits human steroid receptor coactivator 2 | HEK293 GAL4-SRC2 luciferase reporter, luminescence | 370,000 compounds, 0.17% hits | inhibition, % at 9 µM | Q15596;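 active means inhibition above the mean inhibition of all tested compounds plus 3 SD, set per campaign, cut at about 52% in these data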;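 further: 0% = DMSO treated cells and 100% = cells given Gossypol at 36 µM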
LRH-1 inv ag – inverse agonists of human LRH-1 (NR5A2). HEK293T StAR-luciferase reporter, LRH-1 transfected, 24 h. O00482. inhibition, % at 3.6 µM. 360,000 compounds, 0.13% hits;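 active means inhibition above the mean inhibition of all tested compounds plus 3 SD, cut at about 73% in these data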;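 further: 0% = DMSO wells and 100% = reporter-only cells lacking LRH-1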
TROY NFkB inh – inhibitors of TROY-dependent NF-kB signaling | Q293 LMP1-TROYcd NF-kB luciferase reporter, 4 h | inhibition, % at 10 µM | 360,000 compounds, 0.98% hits | AID 1347056;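 active means compounds whose plate-normalised and pattern-corrected inhibition of the luciferase reporter signal at the single screening dose is 50% or more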
TWEAK Fn14 block – blocks TWEAK-Fn14 interaction in a reporter cell assay | TWEAK-stimulated Fn14 reporter cells, luciferase luminescence, 8 h | inhibition, % at 10 µM | 360,000 compounds, 2% hits | AID 1159606; in the data active means inhibition above about 50%
NOD2 RIPK2 PPI – NOD2-RIPK2 protein interaction inhibition; inhibition, % at 4.98 µM; O43353; AID 624267; 360,000 compounds, 0.38% hits; CHO BLA complementation NOD2-RIPK2, CCF4 ratio; in the data active means inhibition above about 21%;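 further: 0% = vehicle only and 100% = reference blocker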
NCOA1 inh – human NCOA1 inhibition | Q15788 | HEK293 GAL4-SRC1 luciferase reporter, luminescence | inhibition, % at 3.6 µM | 360,000 compounds, 0.12% hits | AID 588354;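 active means inhibition above the campaign mean plus 3 SD, with each screening campaign given its own cutoff, cut at about 60% in these data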;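 further: 0% = DMSO treated cells and 100% = gossypol at 36 µM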
NR2F2 inh – inhibitors of human COUP-TFII (NR2F2); P24468; HEK293T NGFI-A luciferase reporter, luminescence; inhibition, % at 8.6 µM; 370,000 compounds, 0.7% hits;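 active means inhibition above a per-plate cutoff, mean inhibition of test wells between control levels plus 3 SD, cut at about 38% in these data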;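 further: cells cotransfected with COUP-TFII expression vector driving the NGFI-A reporter; 0% = median of COUP-TF2 test wells and 100% = reporter-only cells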
TLR9-MyD88 block – TLR9-MyD88 interaction inhibition; inhibition, % at 4.98 µM; 340,000 compounds, 0.21% hits; CHO BLA complementation TLR9-MyD88, CCF4 FRET ratio; Q9NR96+Q99836;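 active means inhibition above the mean over all tested compounds plus 3 SD, cut at about 21% in these data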;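 further: 0% = DMSO only wells and 100% = clavulanate BLA inhibitor control wells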
C8 TRAIL sens – caspase-8 TRAIL sensitization; NB7+C8 cells + TRAIL, ATPlite viability luminescence; inhibition (viability loss, TRAIL sensitization), % at 10 µM; 360,000 compounds, 1% hits; AID 624354;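 active means compounds causing at least 50% loss of cell viability in the single-dose screen, relative to plate controls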
* = called active by the depositor; . = not tested or not shown. A portion of the library; count on the stated rates, not on these rows.

SMILES	NCOA3 inh	LMP1 NFkB inh	SRC2 inh	LRH-1 inv ag	TROY NFkB inh	TWEAK Fn14 block	NOD2 RIPK2 PPI	NCOA1 inh	NR2F2 inh	TLR9-MyD88 block	C8 TRAIL sens
Cc1nn(C(C)C(=O)Nc2ccc3c(c2)OCO3)c(C)c1[N+](=O)[O-] (configuration not stated)	-7.0	-11.5	-14.5	-18.0	-34.8	-6.2	-4.5	-15.2	9.5	-0.8	-1.9
CCOc1ccc(OCC)c(S(=O)(=O)NC2CC(C)(C)NC(C)(C)C2)c1	14.1	-3.2	-2.6	-5.6	12.9	-6.7	-4.7	6.5	5.3	-14.6	5.2
CCCCN1CC(COCc2ccccc2)Oc2cccc(Oc3ccc(F)cc3)c2S1(=O)=O (configuration not stated)	7.4	4.0	13.4	-1.8	2.9	16.3	-9.4	6.3	-4.8	-2.9	8.7
Fc1ccc(-c2[nH]ncc2CN2CCN(c3ccc(F)cc3)CC2)cc1	1.6	-8.3	-6.8	-9.7	5.6	21.1	2.9	-34.8	2.2	-6.7	5.5
Cc1ccc2cc(NC(=O)c3ccc(C(C)(C)C)cc3)ccc2n1	-2.7	-9.4	-17.1	-2.4	35.7	24.1	2.7	-0.9	8.5	7.9	25.7
COc1ccc(NC(=O)C2C(c3ccc4c(c3)OCO4)=Nc3ccccc3N2C(=O)c2cccc(C(F)(F)F)c2)cc1 (configuration not stated)	.	.	-29.1	0.5	.	.	-9.4	.	-13.0	.	2.3
O=C1c2ccccc2C(=O)c2c([N+](=O)[O-])ccc(O)c21	-3.8	11.3	2.7	-15.9	-13.0	13.4	-9.0	-34.3	-15.9	-2.7	6.5
CN1CCc2c(sc(NC(=O)Cc3ccc(F)cc3)c2C(N)=O)C1	20.4	-4.5	20.3	1.9	4.7	-5.5	-0.8	14.4	0.7	-1.0	-6.3
COc1ccc(NC(=O)CS(=O)CC(=O)Nc2cccnc2)cc1 (configuration not stated)	-57.0	-3.7	6.3	-11.9	7.4	13.5	1.2	-2.1	5.3	-0.8	-2.1
COC(=O)C(C)NC(=O)COc1ccc2ccccc2c1 (configuration not stated)	26.3	-5.6	-3.9	7.0	5.2	9.9	-7.0	15.2	6.4	3.0	-13.8
COc1ccc(C2(C)NC(=O)N(CC(=O)N3CCc4ccccc43)C2=O)cc1OC (configuration not stated)	-29.8	-1.5	21.2	1.4	0.7	-9.5	6.6	-19.2	15.8	6.1	-17.1
Cc1ccc(CNC(=O)c2cc(-c3ccccc3)nn2CC2CC(c3cccc([N+](=O)[O-])c3)=NO2)cc1 (configuration not stated)	-1.8	1.3	19.8	13.2	7.0	-5.9	-4.3	-2.0	0.5	-3.6	-13.1
CCC(C)N(C(=O)COC(=O)CCc1c[nH]c2ccccc12)C1CCS(=O)(=O)C1 (configuration not stated)	-12.3	7.9	12.1	8.5	0.4	2.7	7.2	-19.3	-2.5	6.4	-4.8
Cc1cc(C(C)(C)C)cc(S(=O)(=O)Nc2ccc(O)c(C(=O)O)c2)c1C	11.7	-3.6	-10.8	-9.1	3.9	8.8	-18.2	-58.5	9.6	-8.4	2.1
Cc1c(C(=O)O)oc2ccc(S(=O)(=O)N3CC(C)CC(C)C3)cc12 (configuration not stated)	-4.2	-1.0	-12.0	3.3	9.0	-16.6	-3.2	3.5	-1.1	0.6	-3.1
CC(=O)Nc1ccc(-c2ccnc3c2CC(C(=O)NCc2ccco2)O3)cc1 (configuration not stated)	14.8	.	-4.7	41.5	27.7	-8.2	-0.7	-10.9	-64.5	.	5.7
O=S(=O)(c1ccc(Cl)nc1)N1CCCC1	-10.3	-3.2	-2.9	15.0	5.0	-4.1	-7.7	2.9	-7.4	-9.0	-23.4
CC1(C)CC(=O)C2=C(C1)NC(=O)NC2c1ccccc1Cl (configuration not stated)	12.4	-0.3	1.2	-20.2	-9.6	17.6	-1.8	6.5	0.4	-0.7	-2.1
CC(C)(C)C(=O)N1CCN(c2ccc(NC(=O)c3ccc4c(c3)OCCO4)cc2)CC1	-1.3	6.9	32.7	19.9	39.0	7.8	-6.8	-5.1	34.2	-6.2	15.6
C[C@@H]1CN([C@H](C)CO)C(=O)CCCn2nncc2CO[C@H]1CN(C)Cc1ccncc1	3.5	-2.0	-1.9	-2.8	18.1	-8.0	-13.6	-21.1	2.2	9.4	-12.3

A second format for some results above:
O=S(=O)(c1ccc(Cl)nc1)N1CCCC1
  NCOA3 inh: -10.3 | LMP1 NFkB inh: -3.2 | SRC2 inh: -2.9 | LRH-1 inv ag: 15.0 | TROY NFkB inh: 5.0 | TWEAK Fn14 block: -4.1 | NOD2 RIPK2 PPI: -7.7 | NCOA1 inh: 2.9 | NR2F2 inh: -7.4 | TLR9-MyD88 block: -9.0 | C8 TRAIL sens: -23.4

C[C@@H]1CN([C@H](C)CO)C(=O)CCCn2nncc2CO[C@H]1CN(C)Cc1ccncc1
  NCOA3 inh: 3.5 | LMP1 NFkB inh: -2.0 | SRC2 inh: -1.9 | LRH-1 inv ag: -2.8 | TROY NFkB inh: 18.1 | TWEAK Fn14 block: -8.0 | NOD2 RIPK2 PPI: -13.6 | NCOA1 inh: -21.1 | NR2F2 inh: 2.2 | TLR9-MyD88 block: 9.4 | C8 TRAIL sens: -12.3

Next part
SMILES	NCOA3 inh	LMP1 NFkB inh	SRC2 inh	LRH-1 inv ag	TROY NFkB inh	TWEAK Fn14 block	NOD2 RIPK2 PPI	NCOA1 inh	NR2F2 inh	TLR9-MyD88 block	C8 TRAIL sens
O=C(O)CSCC(=O)NC1CCCc2ccccc21 (configuration not stated)	8.8	19.4	-12.8	6.2	-8.8	5.5	-7.5	12.0	9.6	2.2	-2.4
CCOc1ccc(NC(=O)c2cccnc2SC)cc1	-9.8	1.6	-34.2	-2.7	-6.6	-25.2	-4.8	1.4	2.1	-2.2	2.8
N#Cc1ccc(NC(=O)CN2C(=O)NC3(CCCC3)C2=O)cc1	1.0	2.2	-7.6	-4.1	-19.9	35.7	4.7	-2.4	3.1	-10.0	4.1
CCN(CC(=O)NCc1ccc(Cl)cc1)C(=O)c1ccc2cc(OC)ccc2c1	1.5	4.8	-3.2	-19.8	9.4	12.5	-4.4	12.1	-7.6	-6.9	11.4
CC(C)(C)OC(=O)C[C@H]1C/C=C\C[C@@H](CC(=O)N[C@@H](CO)Cc2ccccc2)C(=O)NC[C@H](c2ccccc2)OC1=O	5.2	0.8	-2.2	-18.9	12.4	5.2	1.3	-3.8	1.3	-1.4	-22.3
O=[N+]([O-])c1ccc(NN=C(c2ccccc2)c2ccccc2)nc1	4.9	0.0	4.0	4.0	12.1	-0.2	-11.0	7.1	23.5	-6.8	3.2
O=C(CSc1nnc(CNC(=O)c2cccs2)o1)c1ccc(Cl)cc1	-4.6	-3.8	-8.3	-6.3	30.1	2.6	3.7	-7.0	4.2	6.0	-10.3
CCO[C@@H]1OC(C(=O)N2CCN(C)CC2)=C[C@H](c2ccc(C(F)(F)F)cc2)[C@H]1CCCO	-3.1	-2.7	6.0	11.1	-3.8	4.6	5.7	9.7	6.9	-1.0	-19.0
CC1(C)CN(C(=S)Nc2ccc(F)cc2F)C1=O	-10.1	-0.7	-36.5	-1.2	-5.4	-8.7	-13.9	-23.9	2.1	-6.1	-17.2
COc1ccccc1NC(=O)Cc1ccsc1	8.3	-8.3	-3.5	3.2	-8.6	-4.5	-6.5	-3.0	10.3	-2.0	-13.1
CNc1cncc(-c2ccc(S(C)(=O)=O)cc2)n1	-23.4	.	-14.2	14.0	-0.9	-0.1	0.8	13.0	-9.4	.	8.2
CN1OC[C@@H]2CN[C@H](c3ccc(-c4ccccc4)cc3)C[C@@H]21	-107.9	-14.4	-81.4	-129.5	-45.0	8.7	0.7	-75.1	-58.1	8.8	7.1
O=C(Cn1c(=O)oc2ccccc21)NCCc1ccccc1Cl	14.6	4.3	5.4	7.3	-0.7	9.7	1.0	-13.1	6.8	4.4	4.2
COc1ccc(C(CNC(=O)c2ccc(S(=O)(=O)N(C)C)cc2)N2CCCCC2)cc1 (configuration not stated)	-18.5	-35.6	-1.8	-38.0	-29.2	-5.3	4.7	3.6	-6.4	14.7	0.4
O=C(/C=C/c1ccccc1)NC(NC(=S)Nc1ccc(C(=O)O)cc1)C(Cl)(Cl)Cl (configuration not stated)	11.4	-1.4	-16.1	-13.9	0.2	-2.9	-3.4	7.4	2.8	-4.0	-15.1
Cc1ccc(N2CC(C(=O)N3CCc4ccccc4C3)CC2=O)cc1 (configuration not stated)	4.3	-5.4	5.1	0.3	-23.6	-4.1	6.7	-2.0	-0.1	8.2	-14.7
O=c1[nH]c2ccccc2cc1CN(Cc1cccnc1)S(=O)(=O)c1ccc(Cl)cc1	-16.4	-11.3	-5.5	14.2	-16.1	-8.6	-2.5	13.7	16.6	5.9	12.7
Cc1ccc(C(=O)COC(=O)CCCC(=O)NC2CCCCC2)cc1[N+](=O)[O-]	5.6	0.3	2.7	-15.3	6.6	-1.6	-5.8	10.0	-6.3	-10.3	-1.2
CN(CC(=O)Nc1c(Cl)cccc1Cl)C(=O)c1sccc1-c1ccccc1	2.5	-1.0	-35.1	6.5	4.9	-48.3	-1.9	3.1	-5.8	0.2	-1.9
CC(=O)Nc1ccc(S(=O)(=O)Oc2cccc(/C=N/N=C3/NC(=O)C(CC(=O)O)S3)c2)cc1 (configuration not stated)	-6.1	0.1	-22.9	16.7	0.8	3.0	-3.4	-38.9	0.9	6.1	0.0
O=C(/C=C/c1ccccc1)Nc1ccc(NC(=O)c2cccs2)cc1	5.7	4.5	-17.1	-0.8	-31.9	8.1	-4.6	3.3	-4.0	-0.9	-7.2
CCC(C)NC(=O)Nc1ccccc1F (configuration not stated)	22.2	5.4	-3.0	-10.7	-20.3	9.4	1.9	-19.7	-2.2	7.1	-2.6
S=C(NCCc1cccc(Cl)c1)NC1CCCCC1	-86.2	-29.9	-91.4	-115.2	-61.3	-12.5	-14.2	-85.3	-36.2	-4.0	4.4
CCC(=O)N1CCc2cc(Br)cc(S(=O)(=O)N3CCCC(C(=O)O)C3)c21 (configuration not stated)	-4.1	-5.6	-15.5	6.8	-8.3	10.5	-5.7	-9.1	-32.7	-7.0	8.3
N#C/C(=C\c1ccc[nH]1)C(=O)Nc1ccccc1Cl	-74.0	-21.1	-30.6	-29.8	-52.5	-20.9	-4.2	-74.0	-16.8	2.6	-0.4
N#CCc1cc2ccc3cccc4ccc(c1)c2c34	-4.2	8.5	12.2	-1.4	-0.3	-50.1	4.5	6.9	-23.9	-14.6	2.6
Cc1ccc(CS(=O)(=O)CCC(=O)NCCN2CCCCC2C)cc1 (configuration not stated)	7.5	-0.6	2.6	17.5	5.7	0.6	2.4	-2.4	16.0	-7.3	5.8
CCN(CC)S(=O)(=O)c1cccc(-c2nn(-c3ccccc3)cc2/C=C(\C#N)C(=O)NCc2ccco2)c1	23.8	11.1	6.3	8.1	-8.4	-33.7	-1.0	2.1	3.6	-6.8	-12.9
C/C(=N/NC(=O)CNC(=O)c1cccnc1)c1ccccc1	6.4	-9.1	4.5	0.5	6.9	8.0	-15.4	5.5	-1.8	-46.1	-15.4
O=C(O)c1cccc(NS(=O)(=O)/C=C/c2ccccc2)c1	5.3	-1.1	-6.5	26.7	3.1	-1.1	-1.7	3.2	1.6	6.8	0.4

From PubChem
